# SUMO1 PPI mod: SUMO1-SIM interaction modulation; P63165; SUMO1 binding to a labelled peptide, TR-FRET, 1 h; inhibition, % at 20 µM; 0.33% of 360,000 active; AID 602429; in the data active = inhibition above about 37%
# Target sequence (P63165 whole entry, looked up): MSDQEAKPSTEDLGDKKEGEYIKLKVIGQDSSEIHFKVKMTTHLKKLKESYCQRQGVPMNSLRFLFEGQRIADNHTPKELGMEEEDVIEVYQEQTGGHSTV
# NadD inh: NadD (S. aureus) enzyme inhibition | purified NadD enzyme, colorimetric absorbance read-out | inhibition, % at 20 µM | 0.78% of 360,000 active; in the data active = inhibition above about 26%; note: some compounds past the cut are filed as inactive
# Tb MetRS inh: blocks T. brucei methionyl-tRNA synthetase activity | purified T. brucei MetRS, ATP depletion, Kinase-Glo luminescence | inhibition, % at 11.9 µM | 0.4% of 360,000 active | AID 624268;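 active = inhibition above a per-plate cutoff of the control wells' mean inhibition plus 3 SD, cut at about 5.5% in these data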;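 note: 0% = DMSO wells median and 100% = median of wells with control inhibitor compound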
#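 assay system = parasite MetRS enzyme | timing = 15 min preincubation, 2 h reaction, all 25 °C | evaluation = percent inhibition relative to median high and low control wells | medium = HEPES buffer containing pyrophosphatase, BSA, spermine, DTT | compound = single dose, 11.9 µM final nominal, 0.9% final DMSO | detection = Kinase-Glo luminescence, ATP depletion format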
# CSN deneddyl inh: blocks human CSN-mediated cullin deneddylation. inhibition, % at 12.5 µM. Q92905. 0.38% of 360,000 active. Purified CSN, SCF-Nedd8-OG deneddylation, fluorescence polarization;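 active = pattern-corrected inhibition above about 35%, with an unprinted fluorescence ratio check between 0.5 and 1.5, limit read from the data, passing the limit was not always enough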;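 note: 0% = enzyme with substrate and 100% = substrate without enzyme; some results filed as inactive read as strong as hits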
# Target sequence (Q92905 whole entry, looked up, one chain of several): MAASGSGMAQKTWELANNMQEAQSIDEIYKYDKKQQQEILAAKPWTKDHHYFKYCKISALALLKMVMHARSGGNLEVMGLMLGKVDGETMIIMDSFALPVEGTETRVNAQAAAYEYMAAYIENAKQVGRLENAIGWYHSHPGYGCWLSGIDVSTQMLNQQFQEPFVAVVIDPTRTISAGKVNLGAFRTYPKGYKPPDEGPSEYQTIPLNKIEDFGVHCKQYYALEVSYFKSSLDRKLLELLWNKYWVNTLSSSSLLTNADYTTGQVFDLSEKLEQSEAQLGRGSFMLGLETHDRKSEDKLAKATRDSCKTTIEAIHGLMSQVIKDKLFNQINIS
#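 Assay system: purified human Csn5 enzyme expressed in HEK293T cells; Input: 0.24 nM Csn5 enzyme, final concentration; Reagent: 10 nM SCFSkp2-Nedd8OG; Compound dosing: 12.5 µM single point; Times: reaction 90 min, room temperature; Technique: fluorescence polarization readout.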
# MLLE-PAM2 inh: inhibitors of microRNA-mediated deadenylation, human PABP1 MLLE binding | P11940 | GST-MLLE / FITC-PAM2 fluorescence polarization | inhibition, % at 20 µM | 0.36% of 360,000 active; in the data active = inhibition above about 35%, passing the limit was not always enough;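 note: plate controls were DMSO wells with GST-MLLE for no effect and wells lacking GST-MLLE protein for full effect; some results filed as inactive read as strong as hits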
# Scp-1 inhibitor: Scp-1 (human) phosphatase inhibition; Q9GZU7; Recombinant Scp1, phosphopeptide, malachite green phosphate absorbance; inhibition, % at 20 µM; 0.88% of 340,000 active; AID 493091;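 active = inhibition above about 50% at 20 µM, limit read from the data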;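 note: plate controls were DMSO wells with enzyme for no effect and wells lacking enzyme for full effect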
#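 assay system = SCP-1 phosphatase catalytic domain, residues 76-261 | buffer or medium = 50 mM Tris acetate pH 5.5, 0.005% Tween-20, 10 mM MgCl2 | incubation = enzyme reaction 45 min at room temperature, colour 5 min, stabilisation 30 min | signal = Phosphate-binding colour reagent, absorbance read at 630 nm | measure = % inhibition at 20 µM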
# STEP inh: inhibitors of human striatal-enriched phosphatase STEP | recombinant STEP, OMFP fluorogenic substrate, fluorescence | P54829 | inhibition, % at 20 µM | 0.25% of 360,000 active;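 active = inhibition at 20 µM, scaled per plate between control wells, above about 37%, limit read from the data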;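 note: 0% = DMSO with enzyme and substrate and 100% = substrate only without enzyme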
# Target sequence (P54829 whole entry, looked up): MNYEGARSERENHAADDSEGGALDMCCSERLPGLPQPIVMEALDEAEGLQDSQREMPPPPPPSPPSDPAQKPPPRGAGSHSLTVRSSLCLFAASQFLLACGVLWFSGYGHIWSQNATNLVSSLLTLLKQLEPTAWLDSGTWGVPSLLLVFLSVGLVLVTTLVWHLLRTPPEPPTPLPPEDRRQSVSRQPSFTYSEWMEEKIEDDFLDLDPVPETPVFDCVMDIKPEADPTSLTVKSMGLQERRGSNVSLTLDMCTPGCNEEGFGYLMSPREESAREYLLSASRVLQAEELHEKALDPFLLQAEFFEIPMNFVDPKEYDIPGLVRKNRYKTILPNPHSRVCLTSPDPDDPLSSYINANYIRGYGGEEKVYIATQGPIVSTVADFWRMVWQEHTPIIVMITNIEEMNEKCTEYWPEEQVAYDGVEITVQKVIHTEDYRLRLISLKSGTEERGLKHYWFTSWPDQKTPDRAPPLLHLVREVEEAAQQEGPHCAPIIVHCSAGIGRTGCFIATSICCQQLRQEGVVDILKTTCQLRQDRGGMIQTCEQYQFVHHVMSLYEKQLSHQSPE
#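 Test system: STEP tyrosine phosphatase / Reagent: OMFP at 25 µM / Doses: 20 µM, 1% DMSO / Read-out: percent inhibition scaled to no-enzyme and uninhibited-enzyme controls, plate-pattern corrected / Detection: FITC-channel fluorescence of OMFP product / Medium: Bis-Tris buffer pH 6.0, 2.5 mM DTT, 0.005% Tween 20 / Schedule: 20 min at room temperature, dark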
# DNMT1 inh: inhibitors of human DNMT1. P26358. DNMT1 molecular beacon, Hinp1I cleavage, fluorescence. inhibition (reported as % activation of signal), % at 10 µM. 0.83% of 360,000 active. AID 588458; in the data active = inhibition above about 50%
# Rpn11 block: Rpn11 (human) deubiquitinase inhibition. O00487. human 26S proteasome, Ub4-pepOG fluorescence polarization; 20S core pre-blocked with epoxomicin. calls only at 20 µM. 0.59% of 360,000 active. AID 588493;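 active = inhibition at 20 µM, scaled to each plate's controls, above about 33%, limit read from the data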
# LMPTP block: blocks human LMPTP phosphatase; recombinant LMPTP-A, OMFP fluorogenic substrate, fluorescence intensity; inhibition, % at 20 µM; 0.22% of 360,000 active; P24666;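 active = compounds that cut the enzyme signal by at least half of the control window in the single-dose screen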;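 note: plate controls were DMSO wells with enzyme plus substrate for no effect and substrate without enzyme for full effect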
#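 Material: LMPTP-A; amount: 0.625 nM enzyme; doses: single 20 µM dose; times: reaction 50 min, room temperature, dark; technique: fluorescence intensity of OMFP turnover product; benchmarks: no-enzyme and uninhibited controls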
# * hit, by the source's call; i = inactive; . = no result given. No enrichment for hits (roughly 3.6% active in at least one column).
SMILES,SUMO1 PPI mod,NadD inh,Tb MetRS inh,CSN deneddyl inh,MLLE-PAM2 inh,Scp-1 inhibitor,STEP inh,DNMT1 inh,Rpn11 block,LMPTP block
Cc1cc(N2CCOCC2)nc(N)n1,0.9,-9.5,0.0,3.2,-5.6,15.6,2.4,-2.4,i,-0.4
O=C(CSc1ccc(-c2cccs2)nn1)N1CCCCCC1,-14.2,-0.9,0.9,1.2,4.3,-3.9,-0.5,1.1,i,-1.0
CCCCCC1=NN2C(=O)CC(=O)N=C2S1,2.4,0.5,0.4,6.0,0.5,-4.1,0.3,4.6,i,-4.0
Brc1ccc(/C=N/N2CCN(C3c4ccccc4-c4ccccc43)CC2)s1,-4.4,17.4,-1.4,-5.1,3.2,4.6,5.7,-6.0,i,-0.6
COC/C=C/C1=CC2=CC(=O)C(C)(OC(=O)c3cnc4ccccc4n3)C(=O)C2=CN1CCCCO (stereo not given),-21.9,1.3,0.2,0.9,14.1,-3.6,2.7,-8.7,i,1.8
CCC(C)NC(=O)c1cc(CC(C)C)on1 (stereo not given),-6.0,-1.1,-1.2,-3.6,-0.3,-4.8,-0.6,4.9,i,-1.6
c1ccc(C2Nc3ccccc3-c3nc4ccccc4n32)nc1 (stereo not given),1.7,0.2,-1.6,2.3,-18.8,-4.8,0.9,1.2,i,0.6
COc1ccc(NC(=O)COC(=O)C2CC(=O)N(CCc3ccc(OC)c(OC)c3)C2)cc1Cl (stereo not given),-1.5,-0.8,0.1,-1.5,-5.1,-2.8,0.9,-0.7,i,-0.6
Cn1cccc1/C=C1\CCC/C(=C\c2cccn2C)C1=O,-61.6,-7.1,-0.5,-0.3,i,-14.7,-45.5,4.6,.,7.2
CCOc1ccc(CNc2ccc(N3CCOCC3)c(C(=O)O)c2)cc1,-0.6,-1.1,-0.8,-0.4,-3.3,-3.3,20.2,-9.6,i,-0.8
CC1CC(C)CN(S(=O)(=O)N2CCCC(C(=O)NCCc3ccccc3)C2)C1 (stereo not given),3.0,-4.2,0.1,-5.0,-0.7,-5.3,-2.1,2.0,i,0.2
CCCc1nnc2n1N=C(c1ccc([N+](=O)[O-])cc1)CS2,-33.6,-8.0,-0.3,-1.7,-10.1,-8.9,-1.5,2.0,i,-1.3
CCC(=O)NC(c1ccc(N(C)C)cc1)c1c(O)ccc2ccccc12 (stereo not given),0.6,2.9,-0.1,-4.0,11.9,-3.7,2.9,-16.2,i,1.6
COc1ccc(NC(=O)N(C)C[C@H]2Oc3ccc(NS(=O)(=O)c4ccccc4)cc3C(=O)N([C@H](C)CO)C[C@@H]2C)cc1,0.2,1.7,-0.5,2.5,-3.0,13.8,1.1,3.6,i,0.6
COc1ccc(OC)c(S(=O)(=O)NCC(c2ccco2)S(=O)(=O)c2ccccc2)c1 (stereo not given),2.7,-7.7,-0.3,3.6,2.2,-6.2,-0.5,0.9,i,-0.2
CCOC(=O)Cn1c(-c2ccccc2)cc(SC)c(C#N)c1=O,-1.4,-4.9,-1.1,-0.7,-0.5,-4.5,0.7,1.3,i,0.9
CC(=O)Nc1ccc(NC(=O)C2(C)Cc3c(-c4cccc(NC(C)=O)c4)ccnc3O2)cc1 (stereo not given),3.6,-15.9,-0.1,0.9,-1.7,.,-2.5,5.5,i,1.1
CCCc1cc(NCCOCCO)n2c(nc3ccccc32)c1C#N,0.8,-6.0,-0.2,-0.9,16.7,.,-1.5,3.6,i,0.2
CS(=O)(=O)N1CCN(C(=O)Nc2ccccc2)CC1,1.5,-2.7,-0.2,-10.2,1.3,-0.5,0.4,3.5,i,-0.4
COc1ccc(N2CCN(C(CNC(=O)c3ccc4c(c3)OCO4)c3ccco3)CC2)cc1 (stereo not given),3.5,-1.8,-0.6,15.6,4.0,-5.8,-2.2,-1.2,i,-1.3
COc1ccccc1-c1c(C)nn2c(-c3ccccc3)cc(C)nc12,-6.6,4.4,3.4,-3.7,-8.1,2.2,1.0,-4.8,i,1.5
CCc1ccc(NC(=O)CSc2n[nH]c(C)c2[N+](=O)[O-])cc1,9.5,-1.5,-0.5,-2.2,0.5,-6.5,-1.1,-4.2,i,0.3
Cc1ccc(C)c(OCC(O)CN2CCN(CCN3C(=O)c4cccc5cccc(c45)C3=O)CC2)c1 (stereo not given),-21.4,-4.7,-1.2,1.5,4.4,0.0,4.5,25.8,i,4.6
Cc1nnsc1C(=O)Nc1ccccc1,-0.1,-1.0,-0.5,0.7,-6.9,-6.5,-2.1,-1.8,i,-1.3
COc1cc(NC(=O)Cc2c(C(=O)O)n(C)c3ccccc23)cc(OC)c1OC,3.6,10.0,-0.1,-25.8,17.5,-4.7,-1.0,-1.1,i,-0.4
# Additional records:
SMILES,SUMO1 PPI mod,NadD inh,Tb MetRS inh,CSN deneddyl inh,MLLE-PAM2 inh,Scp-1 inhibitor,STEP inh,DNMT1 inh,Rpn11 block,LMPTP block
COc1ccc(COC(=O)CCS(=O)(=O)c2ccc(C)cc2)cc1F,0.9,-7.2,-0.2,-11.1,-8.5,-10.5,-1.3,-0.9,i,-0.7
CCn1ncc(C2=NOC(C(=O)Nc3ccc4c(c3)OCO4)C2)c1C (stereo not given),-1.1,-0.1,1.4,0.7,-1.8,-4.3,-6.9,-7.5,i,2.3
Cc1cc([N+](=O)[O-])cc2c1NCC1CC=CC21 (stereo not given),-8.1,1.9,-1.2,-0.9,16.8,-5.7,-1.6,-4.9,i,0.7
CCn1c(SCC(O)c2ccccc2)nnc1-c1ccccc1 (stereo not given),-1.2,0.0,-0.9,0.8,4.5,0.5,0.1,2.8,i,-3.2
CCOC(=O)N1CCC2(CC1)C(C#N)=C(N)Oc1c2sc2nc(C)cc(C)c12,-0.8,2.2,0.6,-3.5,-2.1,-8.0,1.8,-8.1,i,1.2
COC(=O)[C@]12CCCCC=C1N(Cc1ccco1)C(=O)[C@H](CC(=O)N1CCOCC1)C2,1.5,5.6,0.5,-0.1,.,.,.,.,.,0.2
CN(C)CCCN(C(=O)c1ccc(S(=O)(=O)N2CCCc3ccccc32)cc1)c1nc2ccc(F)cc2s1,-2.5,-0.3,-0.5,-2.0,-8.5,.,0.2,1.4,i,0.8
Cc1cc(C)n2nc(C(=O)NCc3ccccc3)nc2n1,-4.1,1.9,-0.5,0.6,-8.3,-1.9,1.4,-0.7,i,0.4
CCOC(=O)C1=C(NC#N)OC(C)=C(C)C1c1ccc(O)cc1 (stereo not given),-4.2,4.5,-0.8,-3.8,4.7,-3.1,4.2,-1.9,i,-0.6
OC(c1ccc(F)c(F)c1)c1nc(-c2ccc(Cl)cc2)cs1 (stereo not given),0.0,-10.1,0.0,0.7,-3.4,.,2.7,-0.5,i,1.9
CCC(C)N(C(=O)C(F)(F)F)C(C(=O)NC1CCCCC1)c1ccncc1 (stereo not given),3.0,4.6,-1.2,1.7,7.1,-4.3,-4.4,0.7,i,-0.7
O=C(C[C@H]1C/C=C\C[C@@H](Cc2ccc(F)cc2)C(=O)O[C@@H](c2ccccc2)CNC1=O)N[C@@H](CO)Cc1ccccc1,6.3,9.5,0.0,24.5,-9.3,-2.3,0.1,37.3,i,-0.2
CCCCNC(=O)c1nc(C2CCN(S(=O)(=O)c3c(F)cccc3F)CC2)oc1-c1ccccc1,2.9,-5.5,-0.3,0.0,4.0,.,3.3,-13.0,i,6.0
CCn1c(=O)c(=O)[nH]c2cc(C(=O)NCC3CCCCC3)ccc21,-2.7,5.2,2.1,1.0,-34.8,-6.7,-0.2,-4.5,i,-0.5
COc1cccc(NC(=O)CSCc2cc(=O)n3nc(C4CC4)sc3n2)c1,-1.9,-3.5,-0.2,-2.7,12.7,-3.8,-1.9,2.0,i,-1.6
CC(C)S(=O)(=O)C/C(N)=N/OS(=O)(=O)c1ccc(Cl)cc1,3.9,-3.2,0.0,-1.8,10.3,-7.0,-2.3,4.1,i,-1.7
COC(=O)c1c(N)sc(C(=O)N2CCOCC2)c1C,-0.1,-1.0,-1.0,-1.9,9.3,4.6,-2.7,0.7,i,-1.8
Cc1ccc(-c2nc(C)sc2CC(=O)NCc2ccco2)cc1,-6.8,0.5,-1.1,0.5,9.9,-4.3,2.1,-5.1,i,-1.3
CCOc1cc2c(C#N)c(N(CC)CC)nc(N)c2c(N)n1,48.9*,3.8,-0.3,18.9,-54.9,1.7,7.5,85.4*,i,19.6
CCN1CCCc2cc(CN(CCN3CCOCC3)C(=S)Nc3ccccc3OC)ccc21,28.1,-5.3,-0.2,0.6,-83.6,3.1,-2.2,-0.2,i,0.4
Cc1cc(C)nc(SCc2nnc(SCC(=O)Nc3c(C)cccc3C)o2)n1,-1.6,-0.6,-0.6,-0.9,1.1,1.0,-2.0,0.7,i,-1.8
CC(=O)Nc1ccc(S(=O)(=O)N2CCN3CCCC3C2)cc1 (stereo not given),-2.0,1.7,-0.2,1.6,8.6,-3.7,2.8,4.5,i,-4.5
CCOc1ccccc1NC(=O)C(CC(C)C)NC(=O)C1CCC(C)CC1 (stereo not given),-1.7,1.1,-1.0,3.0,7.0,-3.1,1.8,-4.5,i,0.7
CCC(CC)N1CCN(CCc2ccccc2)C(CCO)C1 (stereo not given),3.2,-4.8,-0.6,-0.9,-10.3,-3.1,2.9,-2.8,i,4.8
CCn1cc2nc(SCC(=O)Nc3ccc(OC)c(OC)c3)n(Cc3ccc(OC)cc3)c(=O)c2n1,7.9,-8.5,-0.2,5.5,-7.5,1.4,0.2,-2.8,i,0.7
CC(=O)NN1C(=O)/C(=C/c2ccc(Br)o2)SC1=S,23.8,3.6,0.4,51.4*,31.1,29.5,20.2,87.9*,i,1.5
COC(=O)c1nccc2c1[nH]c1ccccc12,-3.1,-1.0,0.1,1.8,-0.9,-4.3,-1.1,-1.0,i,0.6

# An excerpt of these results, as labelled records.
CCCCNC(=O)c1nc(C2CCN(S(=O)(=O)c3c(F)cccc3F)CC2)oc1-c1ccccc1
  SUMO1 PPI mod = 2.9	NadD inh = -5.5	Tb MetRS inh = -0.3	CSN deneddyl inh = 0.0	MLLE-PAM2 inh = 4.0	Scp-1 inhibitor = .	STEP inh = 3.3	DNMT1 inh = -13.0	Rpn11 block = i	LMPTP block = 6.0

CCn1c(=O)c(=O)[nH]c2cc(C(=O)NCC3CCCCC3)ccc21
  SUMO1 PPI mod = -2.7	NadD inh = 5.2	Tb MetRS inh = 2.1	CSN deneddyl inh = 1.0	MLLE-PAM2 inh = -34.8	Scp-1 inhibitor = -6.7	STEP inh = -0.2	DNMT1 inh = -4.5	Rpn11 block = i	LMPTP block = -0.5

# Screens (PubChem)
